# FLuc inh = Photinus pyralis luciferase inhibition. Potency, µM (top dose mostly 115 µM), for the others: at the top dose activity change, negative = inhibition, hits mostly inhibitors. purified P. pyralis luciferase, luminescence, biochemical. P08659. 76,000 compounds, 2.5% hits; further: potency means the concentration at half of the fitted maximal effect; nearly all actives have a fitted effect of over 65% in size
# Target sequence (P08659 whole entry, looked up): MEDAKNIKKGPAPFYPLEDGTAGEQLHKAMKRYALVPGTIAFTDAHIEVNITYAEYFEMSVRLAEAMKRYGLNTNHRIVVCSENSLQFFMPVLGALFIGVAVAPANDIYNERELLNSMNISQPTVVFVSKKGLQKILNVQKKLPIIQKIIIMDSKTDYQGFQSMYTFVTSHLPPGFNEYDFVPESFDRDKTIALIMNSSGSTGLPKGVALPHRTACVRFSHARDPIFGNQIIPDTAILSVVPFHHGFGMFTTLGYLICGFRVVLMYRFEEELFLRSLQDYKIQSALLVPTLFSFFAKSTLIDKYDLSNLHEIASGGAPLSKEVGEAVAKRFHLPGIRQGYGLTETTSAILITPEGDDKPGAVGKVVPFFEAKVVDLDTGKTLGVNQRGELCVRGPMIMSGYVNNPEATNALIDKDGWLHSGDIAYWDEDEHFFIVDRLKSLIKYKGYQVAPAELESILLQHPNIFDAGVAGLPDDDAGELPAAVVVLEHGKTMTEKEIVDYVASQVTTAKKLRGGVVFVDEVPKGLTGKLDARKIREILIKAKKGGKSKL
#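 Luminescence read by CCD imager after adding enzyme (10nM final) to wells holding compound, titrated in qHTS. Substrates 10uM each D-luciferin and ATP; buffer 50mM Tris acetate pH 7.5, 10mM Mg acetate, Tween-20, BSA.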
# GPT2 inh = blocks human glutamate pyruvate transaminase 2 | Q8TD30 | AID 1671188 | Recombinant GPT2, coupled pyruvate oxidase/HRP Amplex Red fluorescence | Potency, µM (doses to about 57.7 µM), without a hit: at the highest dose activity change, negative = inhibition, actives largely listed as inhibitors | 100,000 compounds, 0.25% hits; further: potency means the concentration at half of the fitted maximal effect; nearly all actives have a fitted effect of over 60% in size; many of its hits are not listed in these tables
#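 Fluorescence read-out: pyruvate from GPT2 turnover coupled to pyruvate oxidase, HRP and Amplex Red (0.2mM ThPP, 0.2U/mL PO and HRP, 50uM Amplex final). Substrates 250uM a-KG, 2mM L-alanine; enzyme 10ng/uL; 30 min RT.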
# IP6K1 inh = blocks human inositol hexakisphosphate kinase 1; activity change, % (series mostly up to about 58 µM); IP6K1 kinase, ADP-Glo luminescence, 2 h; active compounds read low; 140,000 compounds, 0.81% hits; in the data active means activity change below about -25%
# Target sequence (Q92551 whole entry, looked up): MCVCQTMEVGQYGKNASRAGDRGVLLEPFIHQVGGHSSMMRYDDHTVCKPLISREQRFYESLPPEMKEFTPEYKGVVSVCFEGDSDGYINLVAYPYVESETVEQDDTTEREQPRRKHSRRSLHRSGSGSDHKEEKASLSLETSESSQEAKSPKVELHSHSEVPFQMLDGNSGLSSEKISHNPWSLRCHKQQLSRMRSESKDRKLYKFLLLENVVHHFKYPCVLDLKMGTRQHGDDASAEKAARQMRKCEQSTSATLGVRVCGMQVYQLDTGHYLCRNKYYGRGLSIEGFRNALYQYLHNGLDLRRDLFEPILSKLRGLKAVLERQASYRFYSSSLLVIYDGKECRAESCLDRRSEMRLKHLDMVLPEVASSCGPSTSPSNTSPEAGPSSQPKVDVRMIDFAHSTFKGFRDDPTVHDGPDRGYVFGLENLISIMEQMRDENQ
#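 ADP-Glo luminescence measures ADP made by human IP6K1 during a 2 h RT reaction with ATP/IP6 (mix at 1.3 mM/130 uM); top library doses 57.5 and 19.1 uM final.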
# 3T3 cytotox = cytotoxic compounds in NIH 3T3 cells | NIH 3T3 viability, CellTiter-Glo ATP luminescence, 48-72 h | Potency, µM (series often up to 96.7 µM), inactives show top-dose activity change, negative = cytotoxicity, most hits filed as inhibitors | 94,000 compounds, 4.3% hits | AID 1345082; further: potency means the concentration at half of the fitted maximal effect; nearly all actives have a fitted effect of over 55% in size
#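 NIH 3T3 cells at 400 cells/well received 23 nL of compound by pintool and were incubated 48 or 72 h at 37 °C. Viability was read as ATP-coupled CellTiter-Glo luminescence.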
# SNCA expr inhib = reduces expression of the alpha-synuclein gene; HEK-293 SNCA-luciferase knock-in, luminescence, 24 h; Potency, µM (titrated, usually from 57.2 µM), inactives show at the highest dose activity change, negative = inhibition, hits mostly inhibitors; 140,000 compounds, 0.17% hits;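 further: potency means the concentration at half of the fitted maximal effect; plate controls were DMSO cells for no effect and cell-free wells for full effect; nearly all actives have a fitted effect of over 45% in size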
# SNCA viab count = reduces viability of HEK-293 SNCA reporter cells; HEK-293-SNCA-luc viability, GF-AFC fluorescence, 24 h; Potency, µM (top dose mostly 57.1 µM), inactives show at the highest dose activity change, negative = cytotoxicity, hits mostly cytotoxic; 150,000 compounds, 0.12% hits; AID 1671193;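 further: potency means the concentration at half of the fitted maximal effect; 0% = DMSO-treated cells and -100% = medium-only wells without cells; nearly all actives have a fitted effect of over 30% in size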
#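 Cytotoxicity counterscreen: after 24 h compound treatment of genome-edited SNCA-luciferase HEK-293 cells, live-cell protease substrate GF-AFC read by fluorescence after 30 min; activity scaled between DMSO (0%) and medium-only (-100%), curves Hill-fitted.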
# HEK293 tox = kills HEK 293 cells | Potency, µM (series often up to 115 µM), for inactives: top-dose activity change, negative = cytotoxicity, usual class: inhibitors | HEK 293 viability, ATP luminescence (CellTiter-Glo), 48-72 h | 94,000 compounds, 6.6% hits; further: potency means the concentration at half of the fitted maximal effect; nearly all actives have a fitted effect of over 60% in size
#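 ATP-coupled CellTiter-Glo luminescence served as viability read-out, recorded 10 min after reagent addition at room temperature. HEK 293 cells, 250 cells/well, had been incubated with pintool-transferred compound for 48 or 72 hr at 37 degree Celsius.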
# Active calls of the source: *; i = inactive; ? = inconclusive; nt = not tested or not shown; & = joins results of further samples; [ ] = remark or other dose. Unless noted, the call rests on the fitted dose curve; in most records, active means well fitted curve in the direction sought with a large enough effect; inconclusive means small, poorly fitted or top-dose-only effect, or another doubt; inactive means no such curve, though single readings can be large; an effect the other way counts as inactive or inconclusive. Unless noted, on the % scale 0 is the no-effect control and ±100 the full control effect.
SMILES,FLuc inh,GPT2 inh,IP6K1 inh,3T3 cytotox,SNCA expr inhib,SNCA viab count,HEK293 tox
CCN(Cc1ccccc1)C(=O)CCc1ccc2c(c1)CN(C(=O)NC(C)C)CCO2,5.2%,-0.4%,-13.8,-24.7%,16.3%,-9.2%[12.5 µM],?
CC(=O)NCc1nnc2n1C(C(=O)NCc1ccccn1)CC2 (centres undefined),nt,2.3%[88.5 µM],14.9,-23.2%[138 µM],8.0%[87.6 µM],-5.2%[12.5 µM],-17.7%[172 µM]
O=C(Cc1cn2ccsc2n1)N1CCCn2nc(C(O)C3CC3)cc2C1 (centres undefined),-6.4%,i,2.5,-12.5%,7.5%,12.0%,-16.1%
O=S(=O)(c1ccccc1Cl)N1CCC(c2noc(COCC3CC3)n2)CC1,-9.2%,-8.5%,-9.6,?,?,-1.7%,?
COc1cccc(C(=O)Nc2ccc(-c3cc(C(F)(F)F)nn3-c3ccccc3)cc2)c1,nt,nt,1.7,nt,?,-15.8%,nt
COCCNC(=O)C1(C)CN(Cc2ccccc2)Cc2ccc(NCC(C)C)nc21 (centres undefined),-9.8%[172 µM],-36.0%[88.5 µM],5.7,22.4µM*,?,?,39.8µM*
O=C(C1CC1)N1CCC(c2nc(C3CCOCC3)no2)CC1,-12.6%,i,6.8,-8.0%,-0.9%,3.6%,-2.4%
CCCCc1ncc(-c2nccn2C2CCNC2)[nH]1 (centres undefined),0.0%,-5.5%,2.7,-3.6%,3.2%,-7.7%,i
O=C(Cc1ccccc1)N1CCC(c2noc(-c3ccncc3)n2)C1 (centres undefined),-8.5%,i,-3.1,-20.9%,21.0%,4.9%,-12.3%
O=C(Nc1ccc(F)cc1F)c1ccc(CN2CC(=O)N3CCCCC3C2=O)cc1 (centres undefined),nt,nt,33.2,nt,-9.3%,16.6%,nt
Cn1c(=O)n([C@H]2CCCN(C(=O)c3cccnc3)C2)c2ncccc21,nt,i,5.6,-17.4%,-4.2%,3.9%,-9.1%
COc1ccc(NC(=O)c2sc3nc4c(cc3c2N)CN(Cc2ccccc2)CC4)cc1,nt,nt,6.9,nt,?,8.4%,nt
Cn1ncnc1CCNC(=O)C1CCN(C(=O)C2CCC2)CC1,2.4%,i,-3.9,1.6%,7.2%,11.3%,-2.2%
Cc1ccc(C)c(NC(=O)c2nnn(CC(=O)Nc3cccc(C)c3C)c2N)c1,nt,nt,12.9,nt,15.5%,-4.5%,nt
Cc1c(CC(=O)NCc2ccc(F)cc2)c(=O)oc2cc(O)c(Cl)cc12,nt,nt,-0.9,nt,2.2%,?,nt
CCc1ccc(CNC(=O)c2ccc3nc(SCc4ccc(F)cc4)n(C)c3c2)cc1,nt,nt,-3.4,nt,?,?,nt
Cc1ccccc1OCC(=O)Nc1ccc(-c2nc3ncccc3o2)cc1,nt,nt,2.6,nt,18.3%,5.7%,nt
COc1cccc(CN2Cc3cc(NC(=O)c4cccc(F)c4)ccc3OC(C)C2=O)c1OC (centres undefined),-4.2%,-13.4%,-7.5,-24.8%,-8.0%,7.0%,?
COc1cccc(-c2cn3cc(C(=O)Nc4ccc(F)cc4)nc3s2)c1,nt,i,7.1,?,3.5%,9.7%,?
COc1ccc(NC(=O)Cn2c(=O)n(Cc3ccco3)c(=O)c3sc4ccccc4c32)cc1OC,nt,nt,-15.7,nt,13.7%,-6.0%,nt
O=C(NC1CCCCCC1)c1nnn2cc(-c3ccccc3)[nH]c(=O)c12,-34.0%,-0.5%,-13.0,?,-17.8%,-3.9%,?
O=C1C[C@@H]2CCN(C(=O)COc3ccccc3)C[C@@H]2CCN1CCN1CCOCC1,-2.8%[172 µM],-7.8%[88.5 µM],10.0,?,-40.6%[87.6 µM],1.5%[87.6 µM],-10.1%[172 µM]
CCOC(=O)C(Cc1cccc(N2CCC(Nc3ccccc3)CC2)c1F)OC (centres undefined),nt,nt,-4.6,?,nt,nt,?
Clc1cccc(-c2nnnn2Cc2cccnc2)c1Cl,nt,0.8%&2.0%,-2.2,nt,?,?,nt
CC(C)(OCc1nn(Cc2ccccc2)c2ccccc12)C(=O)O,nt,0.9%&0.4%,-8.8,nt,74.7%[activator],-11.5%&1.9%,nt

# (cont.)
SMILES,FLuc inh,GPT2 inh,IP6K1 inh,3T3 cytotox,SNCA expr inhib,SNCA viab count,HEK293 tox
CC1(C)[C@H](Cc2cc(CN3CCCCC3)on2)C[C@@H]1NC(=O)c1ccco1,0.9%[172 µM],1.2%[88.5 µM],-5.5,?,1.4%[87.6 µM],-23.8%[87.6 µM],?
COc1cc(C(=O)N2CCC(C(=O)O)(n3cccn3)CC2)ccc1F,3.6%,-15.1%,-3.1,4.3%,-24.8%,0.7%,-14.4%
Cc1ccccc1C(=O)N1CCC(C(=O)N2CCC(c3nc4ncccc4[nH]3)CC2)CC1,nt,i,-0.4,-2.4%,-9.6%,4.1%,i
O=C(NCc1ccc(Cl)cc1)c1cc2ccccc2o1,nt,nt,16.2,nt,21.0%,-2.9%,nt
COc1ccc(C(=O)N2CC[C@](O)(c3ccccc3)[C@H](N(C)C)C2)cn1,-8.1%,-4.9%,19.0,i,8.4%,14.9%,0.7%
CC(C)(Oc1nn(CC2CCOCC2)c2ccccc12)C(=O)NC1CCOCC1,-3.1%[172 µM],2.2%[88.5 µM],-2.2,?,-1.2%[87.6 µM],-4.9%[87.6 µM],0.6%[172 µM]
CCn1cc(-c2ccc(F)cc2)cc1C(=O)NCc1cccnc1,-9.0%,1.7%,22.2,?,5.3%,-1.3%,?
Cc1c(Cl)cccc1NC(=O)CSc1nc(=O)n(Cc2ccco2)c2c1CCC2,nt,nt,-11.6,nt,?,14.1%,nt
CCCNC(=O)N(C1CCOCC1)C1CCN(S(=O)(=O)c2cc(F)ccc2C)CC1,1.7%,-9.9%,-9.7,?,3.8%,2.7%,-15.4%
CN(Cc1cnn(C)c1)c1ccc(-c2nc(COc3ccccc3)no2)cn1,-21.5%,i,-8.6,-21.9%,52.4%[activator],-9.0%,-23.2%
COc1ccc(NC(=O)C2CCCN(S(=O)(=O)c3c(C)[nH]c(=O)[nH]c3=O)C2)cc1Cl (centres undefined),nt,nt,2.8,nt,-19.8%,-2.9%,nt
CCOc1ccc(CCNc2ncnc3onc(C)c23)cc1OCC,nt,nt,-1.5,nt,-2.4%,4.4%,nt
CC(=O)NC[C@H]1CCN(S(=O)(=O)c2ccc3c(c2)OCCO3)C[C@H]1N(C)C,6.8%,-6.6%,29.8,-11.1%,26.3%,-4.7%[12.5 µM],-6.2%
CCOC(=O)c1[nH]c(C)c(C(=O)NCc2cccc(OC)c2)c1C,nt,nt,5.4,nt,16.7%,-8.7%,nt
CC(C)Cc1cc(CC2(NC3CCCCC3)COC2)no1,5.4%[230 µM],-6.9%[88.5 µM],1.9,-19.1%[174 µM],4.1%[87.6 µM],-6.9%[87.6 µM],-24.7%[230 µM]
O=C1c2oc3ccccc3c(=O)c2C(c2cccc(Cl)c2)N1c1ccccn1 (centres undefined),nt,nt,16.9,nt,-5.2%,-12.3%,nt
COc1cc(Cl)c(NC(=O)CCc2nc3cccnc3n2-c2ccccc2)c(OC)c1,nt,nt,-10.9,nt,43.1%[activator],-8.6%,nt
O=C1c2c(nc(COc3cccc(C(F)(F)F)c3)n2Cc2ccccc2)NCCN1CC1CC1,-5.9%,2.9%,0.5,35.5µM*,-18.6%,-14.0%,50.1µM*
C=CCN1CC2(CCC1=O)CCN(C(=O)C1CC=CCC1)CC2 (centres undefined),-11.1%,1.5%,-3.9,3.9%,-12.0%,6.7%,i
Cc1ccc(NC(=O)Cn2c(=O)n(Cc3ccc4c(c3)OCO4)c(=O)c3ccccc32)c(C)c1,nt,nt,-15.5,nt,?,16.9%,nt
O=C1CC2(CCN(CC3CCCCC3)CC2)Oc2cc(Cl)ccc21,?,-7.0%,-1.1,-27.7%,43.2%[activator],-5.7%,?

# 15 structures from above, sorted by molar mass, high to low:
SMILES,FLuc inh,GPT2 inh,IP6K1 inh,3T3 cytotox,SNCA expr inhib,SNCA viab count,HEK293 tox
Cc1ccc(NC(=O)Cn2c(=O)n(Cc3ccc4c(c3)OCO4)c(=O)c3ccccc32)c(C)c1,nt,nt,-15.5,nt,?,16.9%,nt
CCCNC(=O)N(C1CCOCC1)C1CCN(S(=O)(=O)c2cc(F)ccc2C)CC1,1.7%,-9.9%,-9.7,?,3.8%,2.7%,-15.4%
Cc1ccccc1C(=O)N1CCC(C(=O)N2CCC(c3nc4ncccc4[nH]3)CC2)CC1,nt,i,-0.4,-2.4%,-9.6%,4.1%,i
Cc1c(Cl)cccc1NC(=O)CSc1nc(=O)n(Cc2ccco2)c2c1CCC2,nt,nt,-11.6,nt,?,14.1%,nt
CC(C)(Oc1nn(CC2CCOCC2)c2ccccc12)C(=O)NC1CCOCC1,-3.1%[172 µM],2.2%[88.5 µM],-2.2,?,-1.2%[87.6 µM],-4.9%[87.6 µM],0.6%[172 µM]
CC(=O)NC[C@H]1CCN(S(=O)(=O)c2ccc3c(c2)OCCO3)C[C@H]1N(C)C,6.8%,-6.6%,29.8,-11.1%,26.3%,-4.7%[12.5 µM],-6.2%
O=C1c2oc3ccccc3c(=O)c2C(c2cccc(Cl)c2)N1c1ccccn1 (centres undefined),nt,nt,16.9,nt,-5.2%,-12.3%,nt
CC1(C)[C@H](Cc2cc(CN3CCCCC3)on2)C[C@@H]1NC(=O)c1ccco1,0.9%[172 µM],1.2%[88.5 µM],-5.5,?,1.4%[87.6 µM],-23.8%[87.6 µM],?
COc1ccc(C(=O)N2CC[C@](O)(c3ccccc3)[C@H](N(C)C)C2)cn1,-8.1%,-4.9%,19.0,i,8.4%,14.9%,0.7%
O=C1CC2(CCN(CC3CCCCC3)CC2)Oc2cc(Cl)ccc21,?,-7.0%,-1.1,-27.7%,43.2%[activator],-5.7%,?
COc1cc(C(=O)N2CCC(C(=O)O)(n3cccn3)CC2)ccc1F,3.6%,-15.1%,-3.1,4.3%,-24.8%,0.7%,-14.4%
CCOc1ccc(CCNc2ncnc3onc(C)c23)cc1OCC,nt,nt,-1.5,nt,-2.4%,4.4%,nt
C=CCN1CC2(CCC1=O)CCN(C(=O)C1CC=CCC1)CC2 (centres undefined),-11.1%,1.5%,-3.9,3.9%,-12.0%,6.7%,i
CC(C)Cc1cc(CC2(NC3CCCCC3)COC2)no1,5.4%[230 µM],-6.9%[88.5 µM],1.9,-19.1%[174 µM],4.1%[87.6 µM],-6.9%[87.6 µM],-24.7%[230 µM]
O=C(NCc1ccc(Cl)cc1)c1cc2ccccc2o1,nt,nt,16.2,nt,21.0%,-2.9%,nt
